Assay outcomes (PubChem)
Apoferritin bind – candidate novel general anesthetic via apoferritin binding | P02791 | apoferritin/1-aminoanthracene competitive binding, fluorescence | Potency, µM (titrated, usually from 77.5 µM), for inactives: top-dose activity change, negative = displacement, most hits filed as inhibitors | 350,000 compounds, 0.074% hits | AID 485281; further: on the % scale 0 is the no-effect control and ±100 the full control effect; nearly all actives have a fitted effect of over 20% in size
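Apoferritin-based anesthetic binding model; compound displacement of fluorescent 1-AMA measured as endpoint fluorescence after 10 minutes at room temperature, scaled to free-ligand and complex controls.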
POLH inh – blocks human DNA polymerase eta activity; 390,000 compounds, 1.2% hits; Q9Y253; Potency, µM (titrated, usually from 114 µM), for inactives: at the top dose activity change, negative = inhibition, usual class: inhibitors; recombinant Pol eta, fluorescent DNA replication assay; AID 588591; further: on the % scale 0 is the no-effect control and ±100 the full control effect
Target sequence (Q9Y253 whole entry, looked up): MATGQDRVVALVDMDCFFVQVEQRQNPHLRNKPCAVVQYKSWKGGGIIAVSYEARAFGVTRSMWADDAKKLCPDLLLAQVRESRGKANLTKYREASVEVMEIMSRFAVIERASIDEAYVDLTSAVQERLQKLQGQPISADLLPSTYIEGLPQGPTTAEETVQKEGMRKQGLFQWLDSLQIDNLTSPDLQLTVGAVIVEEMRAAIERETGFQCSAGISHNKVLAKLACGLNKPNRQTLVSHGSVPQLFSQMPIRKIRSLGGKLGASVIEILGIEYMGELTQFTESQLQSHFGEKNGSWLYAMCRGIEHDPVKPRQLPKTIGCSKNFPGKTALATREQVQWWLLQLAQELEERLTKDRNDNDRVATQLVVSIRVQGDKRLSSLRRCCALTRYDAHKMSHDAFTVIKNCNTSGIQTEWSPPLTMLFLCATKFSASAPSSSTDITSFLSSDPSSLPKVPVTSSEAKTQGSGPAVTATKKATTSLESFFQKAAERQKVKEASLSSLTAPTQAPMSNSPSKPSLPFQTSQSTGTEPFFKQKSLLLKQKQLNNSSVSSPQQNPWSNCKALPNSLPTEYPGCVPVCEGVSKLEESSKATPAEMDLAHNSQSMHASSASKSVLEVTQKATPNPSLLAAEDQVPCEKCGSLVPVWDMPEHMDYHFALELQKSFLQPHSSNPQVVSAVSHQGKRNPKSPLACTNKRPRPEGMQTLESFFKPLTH
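Pol eta at 10 nM preincubated with compounds 15 min at room temperature; reaction started with fluorescent substrate (50 nM final) and read kinetically at 0 and 10 min.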
Pol kappa inh – DNA polymerase kappa (human) inhibition; Q9UBT6; 400,000 compounds, 0.53% hits; AID 588579; Potency, µM (doses to about 107 µM), inactives show top-dose activity, negative = inhibition, hits mostly inhibitors; purified Pol kappa, fluorescent DNA synthesis assay, 10 min; further: on the % scale 0 is the no-effect control and ±100 the full control effect
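Inhibition of 10 nM Pol kappa is measured by a fluorescent read-out at 0 and 10 min following addition of 50 nM substrate (final), with a 15-min room-temperature compound preincubation.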
Pol beta inh – inhibitors of human DNA polymerase beta; P06746; Pol beta primer extension/strand displacement, fluorescence kinetic; Potency, µM (series often up to 114 µM), inactives show top-dose activity change, negative = inhibition, actives largely listed as inhibitors; 340,000 compounds, 1.3% hits; further: on the % scale 0 is the no-effect control and ±100 the full control effect
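Homogeneous kinetic assay of primer extension and strand displacement by 10 nM Pol beta, preincubated 15 min at room temperature with compound before 50 nM substrate (final) was added. Read at 0 and 10 min; four-parameter Hill fit.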
APEX1 inh – APE1 (human) endonuclease inhibition; recombinant APE1, TAMRA/BHQ-2 abasic DNA cleavage fluorescence; P27695; AID 2517; 350,000 compounds, 0.35% hits; Potency, µM (doses to about 65.8 µM), inactives show at the top dose activity change, negative = inhibition, actives largely listed as inhibitors;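 further: plate controls were vehicle for no effect and reference inhibitor for full effect; nearly all actives have a fitted effect of over 55% in size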
Target sequence (P27695 whole entry, looked up): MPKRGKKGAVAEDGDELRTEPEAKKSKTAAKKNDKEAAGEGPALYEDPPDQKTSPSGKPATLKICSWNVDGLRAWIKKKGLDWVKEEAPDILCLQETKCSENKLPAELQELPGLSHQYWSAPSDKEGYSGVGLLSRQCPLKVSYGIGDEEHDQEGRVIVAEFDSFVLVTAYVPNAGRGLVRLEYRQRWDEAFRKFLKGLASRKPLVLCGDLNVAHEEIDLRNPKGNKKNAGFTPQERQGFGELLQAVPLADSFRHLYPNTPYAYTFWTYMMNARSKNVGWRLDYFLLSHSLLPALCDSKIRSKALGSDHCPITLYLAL
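Kinetic fluorescence read (525 ex/598 em nm, three reads 60 s apart) of AP-site incision; signal = third minus first read. Enzyme 0.75 nM, dual-labelled THF duplex 50 nM, compound preincubation 15 min RT.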
BLM helicase inh – Bloom syndrome helicase (human) inhibition; P54132; recombinant BLM DNA unwinding, fluorescence dequenching; Potency, µM (top dose mostly 56.1 µM), for inactives: at the highest dose activity change, negative = inhibition, hits mostly inhibitors; 350,000 compounds, 0.2% hits; AID 2528;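 further: plate controls were vehicle for no effect and no enzyme for full effect; nearly all actives have a fitted effect of over 35% in size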
G9a block – blocks human histone lysine methyltransferase G9a; AID 504332; Potency, µM (top dose mostly 102 µM), for inactives: top-dose activity, negative = inhibition, hits mostly inhibitors; G9a H3K9 monomethylation, AlphaScreen, 2 h; 350,000 compounds, 8.8% hits; Q96KQ7; further: on the % scale 0 is the no-effect control and ±100 the full control effect; nearly all actives have a fitted effect of over 75% in size
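Methyltransferase reactions run at room temperature for 2 h (20 nM enzyme, 500 nM biotin-H3K9 peptide, 20 uM SAM) after a 15 min compound preincubation; product detected by AlphaScreen beads and anti-H3K9me1 antibody.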
BAZ2B block – inhibitors of human BAZ2B bromodomain; Q9UIF8; AlphaScreen BAZ2B-H3K14Ac peptide displacement; Potency, µM (doses to about 114 µM), for the others: top-dose activity change, negative = inhibition, usual class: inhibitors; 360,000 compounds, 4.4% hits; AID 504333; further: on the % scale 0 is the no-effect control and ±100 the full control effect; nearly all actives have a fitted effect of over 60% in size
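BAZ2B 50 nM plus b-H3(5-23)K14Ac 50 nM, PBS pH 7.4/0.01% Tween-20, 30 min RT; compound added (max 110 uM), 30 min RT; streptavidin donor/Ni-chelate acceptor beads 10 ug/mL final, 20 min dark; AlphaScreen read.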
Pol iota inh – DNA polymerase iota (human) inhibition; Q9UNA4; Pol iota fluorescent replication assay, 10 min; Potency, µM (doses to about 115 µM), for the others: at the top dose activity, negative = inhibition, actives largely listed as inhibitors; 390,000 compounds, 1% hits
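Pol iota at 10 nM preincubated 15 min with compounds at room temperature; reaction started with fluorescent substrate, 50 nM final. Fluorescence read kinetically at 0 and 10 min; buffer-only wells as negative control.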
The depositor's hits bear a star; u = inconclusive; x = no result given; & = joins results of further samples; [ ] = remark or other dose. The call rests on the fitted dose curve; in most records, active means well fitted curve in the direction sought with a large enough effect; inconclusive means small, poorly fitted or top-dose-only effect, or another doubt; inactive means no such curve, though single readings can be large; an effect the other way counts as inactive or inconclusive. Potency means the concentration at half of the fitted maximal effect. The list is partial (hit frequency here may not be typical).

| molecule | Apoferritin bind | POLH inh | Pol kappa inh | Pol beta inh | APEX1 inh | BLM helicase inh | G9a block | BAZ2B block | Pol iota inh |
| --- | --- | --- | --- | --- | --- | --- | --- | --- | --- |
| Nc1c(C(=O)NC2CC2)c2nc3ccccc3nc2n1-c1ccc2c(c1)OCO2 | -7% | u | -22% | 9% | u | -10% | -26% | -7% | 17% |
| CC(=O)c1cccc(NC(=O)C2CCCN2S(=O)(=O)c2cccc3nsnc23)c1 (centres undefined) | -11% | -12% | -10% | 4% | -6% | 2% | 8% | -1% | u |
| O=C(NC(=S)NCCc1ccccn1)c1ccccc1 | 8% | 2% | 1% | 0% | 1% | 0% | -28% | -23% | 31%[activator] |
| O=C(Nc1ccc(S(=O)(=O)Nc2nccs2)cc1)c1cc(-c2ccncc2)nc2ccccc12 | 5% | 13µM* | u | 16µM* | u | u | x | u | 11µM* |
| Cc1ccc(NC(=O)c2cc(N3CCOCC3)nc3ccccc23)cc1 | 43%[activator] | -13% | -1% | 6% | -2% | -11% | 21% | 34% | -13% |
| O=C(NCCSc1ccccn1)c1ccc(Cl)cc1Cl | -10% | -10% | -17% | -1% | -1% | -3% | 19%[59 µM] | 1% | 190%[activator] |
| CCC(=O)Nc1c(C#N)c2nc3ccccc3nc2n1C1CCCCC1 | 4% | 9% | -8% | -2% | 0% | -10% | -11%[12.7 µM] | -3% | 4% |
| Fc1cc(Br)ccc1COc1ccc(-c2nnco2)cc1 | -6% | -22% | 3% | 4% | 19% | 1% | 18% | -2% | 27% |
| Fc1ccccc1Cc1noc(CN2CCC(OCc3cccnc3)CC2)n1 | -23% | -8% | -2% | -10% | 3% | -6% | x | -15% | 11% |
| CC(C)(C)NC(=O)c1cccc(NC(=O)c2ccc(NC(=O)c3ccco3)cc2)c1 | -6% | -20% | -7% | -16% | -7% | -3% | -6%[59 µM] | 0% | u |
| COc1ccc(C(=O)/C=C2/C(=O)Nc3ccccc32)c(OC)c1 | 1% | -13% | 0% | -2% | -6% | -6% | -41%[12.7 µM] | u | 106%[activator] |
| COc1ccc(C(=O)NCc2ccc3c(c2)CCN3C(=O)c2ccccc2)cc1 | -7% | -3% | -5%[60.1 µM] | 3% | x | -2% | 5%[59 µM] | -8% | 3% |
| O=C(Nc1ccccc1OCc1ccccc1)c1ccccc1Br | -8% | -6% | -12% | -1% | -14% | -4% | x | -5% | 8% |
| CCn1ccnc1C(O)c1cccc(OC)c1 (centres undefined) | -8% | 7% | -4% | 3% | 5% | 0% | u | 3% | 11% |
| COc1ccc(-c2ccc(C#N)c(SCC(=O)NCCc3ccccc3)n2)cc1OC | -1% | -15% | -1% | 2% | 0% | 2% | -11% | 9% | -2% |
| O=C(NCc1cccnc1)c1cc([N+](=O)[O-])ccc1N1CCOCC1 | -13% | -23% | -3% | 28% | 15% | 0% | -5% | -5% | 25% |
| COc1ccc(C(=O)NC(=S)N(C)C2CCCCC2)cc1 | -16% | -4% | 10% | -11% | 2% | 0% | 79µM* | -37% | -12% |
| Cc1nn(-c2ccc(F)cc2)c(C)c1/C=C/C(=O)N1CCNC(=O)C1 | -6% | -5% | 14% | 23% | 2% | -3% | 17%[59 µM] | -25% | -2% |
| Cc1cc2c(cc1C)NC1(C(=O)Nc3ccccc31)C1=C(CC(C)(C)CC1=O)N2 (centres undefined) | -9% | 2% | -5% | 10% | 18% | -4% | -4%[59 µM] | -8% | 14% |
| COc1ccc(N2CCN(C(=O)CN3C(=O)C4CC=CCC4C3=O)CC2)cc1 (centres undefined) | 3% | 10% | -8% | -11% | 22% | 1% | u | 10% | 17% |
| CC(C)Cc1nnc(NC(=O)CSc2nc(O)c(Cc3ccccc3)c(=O)[nH]2)s1 | -5% | -13% | -5% | 18% | 1% | 0% | -40% | -9% | 117%[activator] |
| CCOc1ccccc1CNC(=O)C1CCN(c2nnc(-n3c(C)ccc3C)s2)CC1 | -13% | x | -12% | -7% | x | -5% | -14%[59 µM] | -25% | 9% |
| CCOC(=O)c1ccc(COC(=O)CCc2nc3ccccc3[nH]c2=O)o1 | -2% | -9% | -5% | 1% | 0% | 1% | 7%[12.7 µM] | -7% | 8% |
| O=C(COC(=O)C1=COCCO1)Nc1cc(Cl)c(Cl)cc1Cl | x | -14% | -17% | x | 33% | x | x | x | -6% |
| CCCN1CN=C(NS(=O)(=O)c2ccc(C)cc2)NC1 | -1% | -17% | 1% | 7% | 26% | 0% | 24% | -14% | 43%[activator] |
| CCC(OC(=O)c1ccco1)C(=O)NCc1ccc2c(c1)OCO2 (centres undefined) | -1% | -7% | 1% | 10% | 13% | -2% | 21% | -1% | -29% |
| CC(=O)Nc1cccc(C(=O)N/N=C/c2cccc(C)n2)c1 | 2% | 2% | 3% | -1% | 62%[activator] | 7% | -30% | 47%[activator] | -13% |
| COc1cccc(NC(=O)N2CCC(C(=O)Nc3ccc(C)cc3C)CC2)c1 | -10% | 14% | -26% | -3% | -1% | -1% | 4% | 8% | 2% |
| O=C(Nc1ccc2nc(-c3ccc(Br)o3)[nH]c2c1)c1ccco1 | 6% | -14% | -15% | u | 16% | -7% | 19%[12.7 µM] | -32% | -3% |
| CC(=O)N1CCc2cc(Br)cc(S(=O)(=O)CCC(=O)Nc3c(C)n(C)n(-c4ccccc4)c3=O)c21 | -15% | -27% | -2% | 3% | 18% | -2% | 13%[59 µM] | 26% | 93%[activator] |
| Cc1ccccc1NC(=O)/C(C#N)=C/c1ccc[nH]1 | -11% | -5% | -3% | 22% | -4% | -2% | 55%[activator] | -16% | 28% |
| CCC(C)Nc1nc(Cl)nc(N(C#N)CN2C(=O)c3ccccc3S2(=O)=O)n1 (centres undefined) | -21% | -3% | -11% | 1% | 1% | 1% | u | -32% | -15% |
| COc1cccc(N2CCN(C(=O)c3nc4nc(C)cc(C)n4n3)CC2)c1 | -6% | -9% | -4% | 27% | -1% | -2% | -4% | -8% | 48%[activator] |
| COc1ccc(C)c2sc(N(Cc3cccnc3)C(=O)CCc3ccccc3)nc12 | 6% | -16% | -7%[60.1 µM] | 0% | x | -12% | u | -25% | 39%[activator] |
| CCOC(=O)c1ccc(NC(=O)COc2cccc3c(=O)n(C)ccc23)cc1 | -4% | -5% | -11%[60.1 µM] | 3% | x | 0% | 2%[59 µM] | -38% | -9% |
| COc1cc(OC)cc(C(=O)Nn2cc(C(=O)Nc3c(F)cccc3F)c3ccccc3c2=O)c1 | 1% | -4% | -5% | 0% | 0% | -7% | u | -27% | 7% |
| O=C(/C=C/Nc1ccc(Br)cn1)c1cccc(OC(F)F)c1 | x | -11% | 4% | x | -9% | x | -4%[12.7 µM] | -3% | 30% |
| COc1ccc(C(=O)N2C(=S)NC(=O)/C2=C\c2ccc(C)cc2)cc1 | -21% | u | u | 50µM* | -1% | u | -1%[59 µM] | 50µM* | u |
| COc1ccc(-c2noc(N3CCCC(C(=O)Nc4ccc(F)cc4F)C3)n2)cc1 (centres undefined) | 0% | -1% | 5% | 3% | 4% | -6% | 3% | -3% | 6% |
| O=C(CN1CCN(c2ccc(F)cc2)CC1)Nc1ccccc1 | 2% | -9% | -8% | -17% | -3% | -3% | x | 7% | -14% |
| CCc1ccc(C(=O)C(C)OC(=O)c2cccc(S(=O)(=O)N3CCOCC3)c2)cc1 (centres undefined) | x | -9% | -12% | x | -10% | x | -2% | 32%[activator] | 9% |
| O=C(Nc1ccc(N2CCN(C(=O)c3ccccc3)CC2)cc1)c1ccc2c(c1)OCCO2 | -4% | -22% | 2% | 6% | 3% | -1% | x | -21% | 21% |
| C=C1CC2C(=O)N(Cc3ccccc3)C(C(=O)O)C1N2C(=O)OC(C)(C)C (centres undefined) | 5% | x | -6% | x | 7% | 2% | x | x | -14% |
| O=C(Nc1cccc2ccccc12)NC1CCCc2ccccc21 (centres undefined) | -5% | u | -2% | 19% | 2% | 0% | 5%[12.7 µM] | 6% | 1% |
| COCCn1c(=O)[nH]c2cc(C(=O)N3CCN(c4cc(C)ccc4C)CC3)ccc2c1=O | -13% | -18% | 0% | 12% | 14% | -2% | 21% | -4% | 129%[activator] |
| CCN(C(=O)CSc1cc(C)c2cccc(C)c2n1)C1CCS(=O)(=O)C1 (centres undefined) | -5% | -8% | -4% | 16% | -2% | 3% | 12% | -3% | 4% |
| CCOc1ccc(N2CC(C(=O)NCc3nnnn3-c3ccc(C)c(C)c3)CC2=O)cc1 (centres undefined) | -10%&-19% | -7%&-2% | -4% | 15%&-9% | 35% | 1%&-2% | -1% | -5%&2% | 15%&12% |
| COc1ccccc1CC(=O)N1CCN(S(=O)(=O)c2cccs2)CC1 | -10% | -21% | -4% | -3% | 31% | -2% | 18% | -16% | -14% |
| Clc1ccc(OCCn2cnc3ccccc32)c(Cl)c1 | 4% | -20% | -5% | 1% | 2% | -1% | -8%[59 µM] | 13% | 12% |
| COc1cc(C(=O)NCc2ccc(-c3nc4ccccc4s3)cc2)cc(OC)c1OC | -16% | -3% | 2% | -1% | 3% | -1% | 28%[59 µM] | 10% | 6% |
| CC1CN(S(=O)(=O)c2ccc(CN3C(=O)c4cccnc4C3=O)cc2)c2ccccc2O1 (centres undefined) | 1% | 6% | -6% | -2% | 24% | -3% | -42% | -28% | -6% |
| COC(=O)c1ccccc1N1C(=O)C2C(C1=O)[C@H]1C=C[C@@H]2C1 (some centres undefined) | -13% | 11% | -3% | -1% | -3% | 1% | 13%[2.33 µM] | 4% | 5% |
| CCCCOc1cccc(C(=O)Nc2ccc(S(=O)(=O)Nc3cc(C)on3)cc2)c1 | 3% | -5% | -3% | 3% | 2% | -3% | -1% | 8% | 28% |
